Bioassay records deposited in PubChem BioAssay by National Center for Advancing Translational Sciences (NCATS).
S3 lipid droplet: qHTS Assay for Lipid Storage Modulators in Drosophila S3 Cells; Drosophila S3 cells, BODIPY lipid droplet fluorescence, 18-24 h; cells fed with added oleic acid; Potency in µM for hits, for the others lipid storage change, negative = inhibition, % at the top dose, mostly 46.1 µM; 320,000 tested, 0.64% active; AID 2685, 2010; active means well fitted inhibition curve with a large enough effect in the signal ratio, with a control signal flat, not every such curve was filed as active; inconclusive means small, poorly fitted or top-dose-only effect, or effect the other way, or a change in a side signal; the % refers to the signal ratio
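Drosophila S3 cells got compounds at several concentrations plus oleic acid (400 uM solution). Laser-scanning cytometry with 488 nm excitation read lipid droplets at 500-530 nm and cells at 575-640 nm. Percent activity was relative to 20 uM Triacsin C.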
S3 lipid droplet cell count max: further read-out of S3 lipid droplet, marked with its call; cell number change, %; measured here: cell count max response;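 cells counted by Cell Tracker Red CMTPX staining in the red channel; peak over a dose series mostly up to 46.1 µM; percent activity relative to internal control wells on each plate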
An asterisk follows results filed as active; i = inactive; u = inconclusive; x = not tested or not shown; [ ] = remark or other dose. On the % scale 0 is the no-effect control and ±100 the full control effect; potency means the concentration at half of the fitted maximal effect. An excerpt, so the mix of outcomes need not match the whole.

S3 lipid droplet | S3 lipid droplet cell count max | SMILES
19.3% | 3.7 | COc1cc2c(cc1OC)C(c1ccc([N+](=O)[O-])cc1)N(C(C)=O)CC2 (stereo not given)
u | x | Cc1cc(N2CCCC2)nc(N2C3CCC2CC(O)(c2ccc(F)cc2)C3)n1 (stereo not given)
u | x | O=S(=O)(Nc1cccc(-n2cnnn2)c1)c1cccc(Cl)c1
u | x | Cc1sc2nc(C)n(/N=C/c3ccc(O)cc3)c(=O)c2c1C
u | x | CCCCNS(=O)(=O)c1ccc(S(=O)(=O)N2CCC3(CC2)OCCO3)cc1
u | x | CC(OC(=O)c1ccc([N+](=O)[O-])o1)C(=O)Nc1nc(-c2ccc(F)c(F)c2)cs1 (stereo not given)
8.9% | 7.5 | Fc1cccc(CCN2C(=S)NC[C@@H]2Cc2ccccc2)c1
24.7% | 2.7 | Cn1cccc1Cc1nnc(SCC(=O)Nc2ccc(Cl)cc2)n1-c1ccc(F)cc1
i | x | Cc1ccc(OCC(=O)NCc2ccco2)c([N+](=O)[O-])n1
u | x | CCOC(=O)C1=C(C)NC(=O)NC1C1CC=CCC1 (stereo not given)
u | x | O=C(COC(=O)c1ccccc1C(=O)c1ccc(Cl)cc1)NCC1CCCO1 (stereo not given)
u | x | CCOc1cccc(-c2c(C(=O)N/N=C/c3ccsc3)nnn2-c2nonc2N)c1
-10.5% | -2.7 | Cc1cccc(C(=O)N/N=C/c2ccc3c(c2)OCO3)n1
u | x | O=C(c1cccs1)N1CCN(c2ncc(C(F)(F)F)cc2Cl)CC1
u | x | CCOC(=O)c1ccc(N2C(=O)c3n[nH]c(C)c3C2c2ccc(O)cc2)cc1 (stereo not given)
i | 8.0 | Cc1ccccc1CSCC(Nc1ccc(C(=O)O)cc1[N+](=O)[O-])C(=O)O (stereo not given)
i | x | CCCCc1nc(C(N)=O)c2[nH]c(=O)n(-c3ccccc3F)c2n1
u | x | CCn1c2ccccc2c2cc(NC(=O)CSc3nnc(-c4cccc(C)c4)o3)ccc21
-3.8% | -13.4 | CCc1cc2c(NCC3CCCO3)nc(C)nc2s1 (stereo not given)
u | x | O=C(CN1CCCCCC1)N/N=C/c1cccc(Cl)c1Cl
9.5% | -13.0 | Cc1onc(-c2ccccc2)c1C(=O)OCc1nnc(-c2ccc([N+](=O)[O-])cc2)o1
-11.2% | 20.5 | CN1CCN(CCc2nc3cc(NC(=O)c4ccco4)ccc3n2C)CC1
u | x | CCCn1c(SCC(=O)c2cc(C)ccc2C)n[nH]c1=O
0.0% | -17.4 | Cc1ccc(N2CN(Cc3ccco3)CNC2=S)cc1
16.8% | -6.3 | CCC1CCC(N2CCN(c3cccc(OC)c3)CC2)CC1 (stereo not given)
u | x | N#Cc1cccc(NC(=O)CC2CCCC2)c1
i | -10.4 | COc1ccc(OC)c(-c2csc(N(CC3CCCO3)C(=O)C3CCCCC3)n2)c1 (stereo not given)
7.0% | -1.0 | CCOC(=O)C1CCCCN1Cc1ccc(OC)c(OC)c1OC (stereo not given)
i[0.0737 µM] | 11.8 | O=C(NCC(c1ccco1)N1CCCC1)c1cccc(NS(=O)(=O)c2ccc(Br)cc2)c1 (stereo not given)
4.2% | x | Cc1cc(C)n(-c2nc(SCC(=O)O)c3c4c(sc3n2)CCCC4)n1
u | x | Cc1cccc(-c2nc(CS(=O)CC(=O)NCc3ccco3)c(C)o2)c1 (stereo not given)
-7.3% | -0.8 | COc1ccccc1CNC(=O)COC(=O)[C@H](Cc1c[nH]c2ccccc12)NC(=O)c1cccs1
-5.6% | 8.3 | COc1ccc(CNC(=O)COC(=O)c2ccccc2C(=O)c2ccccc2)cc1
0.9% | 2.6 | CCn1nnnc1SCC(=O)NCc1ccc2c(c1)OCO2
u | x | O=C(Nc1cccs1)Nc1c(F)c(F)c(F)c(F)c1F
8.2% | 2.1 | CC(=O)Nc1ccc2c(c1)OCCO2
17.4% | -0.1 | Cc1ccc(SCC(=O)O/N=C(\N)c2ccc([N+](=O)[O-])cc2)cc1
u | x | COc1ccc(CCN2CC(C(=O)Nc3cccc(C(C)=O)c3)CC2=O)cc1OC (stereo not given)
17.8% | 1.3 | CC(C)OC(=O)CSc1nnc(-c2cnccn2)n1Cc1ccco1
u | x | COc1cc2c(cc1OC)CN(C(=O)c1ccc(OC)c(S(=O)(=O)N3CCCC3)c1)CC2
-12.9% | -13.7 | Cc1ccc(OC(=O)c2ccc(S(=O)(=O)N(C)C)cc2)c(-n2nc3ccccc3n2)c1
2.3% | 2.2 | Nc1ncnc2c1CCC2
-3.2% | -14.6 | CCOc1ccccc1CN1CCN(Cc2nc3c(s2)CCCC3)CC1CCO (stereo not given)
u | x | COc1cc2[nH]c(C(=O)N3CCN(c4ccc(F)cc4)CC3)cc2c(OC)c1OC
u | x | COc1ccc(NC(=O)c2sc3nc(C)cc(C)c3c2N)cc1
u | x | COc1cccc(C(=O)NNC(=O)C(=O)Nc2ccc(C)cc2)c1
-0.8% | 18.0 | COc1ccc(/C=N/NC(=O)CSCC(=O)Nc2ccccc2)cc1
-4.6% | 0.8 | CC(=O)N(C(C)=O)S(=O)(=O)c1ccc(N=NN2CCOCC2)cc1
u | x | Cc1noc(C)c1COc1ccc(CC(=O)NCCc2ccccn2)cc1
-9.7% | -1.8 | COc1ccc(CN(C(=O)c2cccs2)C(C(=O)NC2CCCCC2)c2ccc3ncccc3c2)cc1 (stereo not given)
0.3% | 0.2 | COc1nc(-c2ccc(Cl)cc2)ccc1-c1noc(-c2cccs2)n1
2.4% | 5.1 | CC1=C/C(=C\c2ccc(Br)o2)C(=O)O1
u | x | COC(=O)c1cc2ccccn2c2c(C(=O)OC)c(C(=O)OC)cc1-2
-0.6% | 2.0 | CC(C)NS(=O)(=O)c1ccc(OCC(=O)NCc2ccco2)cc1
u | x | O=C(NNc1cc(Cl)cc(Cl)c1)c1c(F)cccc1Cl
6.9% | 4.6 | O=C(NCc1ccc(F)cc1)c1cnc(-c2ccccn2)nc1C(F)(F)F
u | x | CC(C)(C)OC(=O)N1CCC(NC(=O)c2[nH]cnc2C(=O)Nc2ccccc2)CC1
u | x | COC(=O)c1sccc1NC(=O)Cn1nnc(-c2ccc(C)cc2)n1
u | x | CCCC[N+](C)(C)CCC(=O)NC(C)(C)CS(=O)(=O)[O-]
8.2% | -1.1 | CCn1cc(C(=O)Nc2ccc(C)cc2C)c(=O)c2ccc(C)nc21

Carrying on.
S3 lipid droplet | S3 lipid droplet cell count max | SMILES
3.1% | -2.7 | CCN(CC)C1=NS(=O)(=O)c2cc([N+](=O)[O-])ccc21
u | x | Cc1c(C(=O)N/N=C/c2cccs2)nnn1-c1nonc1N
16.2% | 4.4 | CCOC(=O)c1ccc2nc(C)c(CCC(C)=O)c(Cl)c2c1
u | x | CCCCOc1ccc(OCCNC(=O)C2CCCN2C(=O)Nc2ccccc2)cc1 (stereo not given)
u | x | Cc1cc(Cl)ccc1NC(=O)CSc1nnc(Cc2cccs2)n1Cc1ccco1
u | x | O=C(CCNS(=O)(=O)c1ccccc1)NNC(=O)c1csc(N2CCOCC2)n1
u | x | Cc1cccn2c(=O)c(C=NCc3ccccc3)c(NCCO)nc12
u | x | O=C(O)CCC(=O)N1N=C(c2ccc(Br)cc2)CC1c1cccc(Br)c1 (stereo not given)
i | x | CCc1cc(C(=O)OC)c(N2C(=O)C3C4C=CC(C4)C3C2=O)s1 (stereo not given)
i | -10.0 | CC(C)CC(NC(=O)OC(C)(C)C)c1cn([C@@H](CCCCNC(=O)OC(C)(C)C)C(=O)N2CCN(C(=O)OC(C)(C)C)CC2)nn1 (stereo not given in full)
u | x | O=c1c2ccccc2cnn1Cc1n[nH]c(=S)n1C1CC2CCC1C2 (stereo not given)
u | x | CCCn1c(SCC(=O)Nc2ccc3c(c2)OCCO3)n[nH]c1=O
u | x | COc1ccccc1N(CC(=O)N1CCCCC1)S(=O)(=O)c1ccccc1
5.3% | -1.1 | COc1ccc(/C(N)=N/OC(=O)C2CCCCC2)cc1
-1.4% | 0.9 | Clc1ccc(CNc2cnccn2)cc1Cl
u | x | N=c1c2c(ncn1Cc1ccco1)Oc1cc(O)ccc1C2c1ccccc1 (stereo not given)
u | x | O=C(c1ccco1)N1CCN(S(=O)(=O)c2ccc(S(=O)(=O)NC3CCCC3)cc2)CC1
u | x | c1ccc(CCNc2ncnc3sccc23)nc1
6.7% | 18.1 | Cn1c(/C(C#N)=C(\O)COc2ccc3ccccc3c2)nc2ccccc21
1.7% | 13.4 | O=C(Nc1c(Cl)cc(Cl)cc1C(=O)NCCN1CCOCC1)c1ccc(Cl)cc1Cl
6.6% | 17.1 | COc1ccc(C2=NCC(CSc3nccc(=O)[nH]3)S2)cc1 (stereo not given)
u | x | Cn1c(SCc2nc(-c3ccc(Cl)cc3)no2)nnc1-c1ccccc1
u | x | CC1=CC(=C(C#N)C#N)C=C(C)N1CCN1CCN(C(=O)Nc2ccc(Cl)c(Cl)c2)CC1
2.4% | 4.3 | O=C(CN(CC1CCCO1)C(=O)CNS(=O)(=O)c1ccc(Cl)cc1)NCC1CCCO1 (stereo not given)
11.0% | 4.7 | COc1cc(C2NC(=O)NC(C)=C2C(=O)Nc2cccc(C)c2C)cc(OC)c1OC (stereo not given)
i | -28.5 | CC(=O)N/C(=C\c1ccccc1)C(=O)OCC(=O)Nc1cc(S(=O)(=O)N(C)C)ccc1C
u | x | Cc1ccc(NC(=O)CCNC(=O)c2ccc([N+](=O)[O-])cc2)cc1S(=O)(=O)N(C)C
-19.5% | 11.2 | O=C1C2C3C=CC(C3)C2C(=O)N1CCCCCCN1C(=O)C2C3C=CC(C3)C2C1=O (stereo not given)
1.0% | -2.6 | CCCCn1c(N)c(N(CC)C(=O)c2cc(C)cc(C)c2)c(=O)[nH]c1=O
5.9% | 8.7 | COc1cc(NC(=O)COC(=O)CNC(=O)c2ccc(C)s2)cc(OC)c1
6.3% | 4.5 | CC(C)CC(=O)Nc1ccccc1N1CCN(c2ccc(F)cc2)CC1
u | x | CC(C)NC(=O)NNc1c(Cl)cncc1Cl
u | x | O=C(N/N=C/c1ccc2c(c1)OCO2)C(=O)Nc1ccccc1Cl
u | x | CCOc1ccc(C2=Nn3c(nnc3-c3ccco3)SC2)cc1
-10.0% | 8.9 | COc1ccccc1C(=O)Nc1nnc(-c2ccc(F)cc2)o1
u | x | CC(C)OC(=O)CSc1nnc(Cc2ccccc2)n1CC1CCCO1 (stereo not given)
-3.8% | -1.5 | OCCC1CN(Cc2cnc(N3CCOCC3)s2)CCN1C1CCCC1 (stereo not given)
u | x | CCOC(=O)c1ccccc1NC(=O)Cn1cnc2c(nnn2-c2ccc(C)cc2)c1=O
i | 128.9 | O=C(CSc1nc2ccccc2c(=O)n1-c1ccc(Cl)cc1)N/N=C/C=C/c1ccccc1[N+](=O)[O-]
u | x | Cc1nc2ccc(NC(=S)N3CCOCC3)cc2nc1C
-18.1% | -16.3 | COc1ccc(/C=C(/NC(=O)c2cccs2)C(=O)N2CCOCC2)cc1OC
14.6% | 2.7 | COC(=O)c1ccc2nc(NC(=O)COC(=O)CSc3nc(C)cc(C)n3)sc2c1
u | x | O=c1c2[nH]c3ccccc3c2ncn1CCN1CCCCC1
u | x | c1ccc2c3c([nH]c2c1)C(C1CCCCC1)N(Cc1ncc[nH]1)CC3 (stereo not given)
8.6% | 7.9 | O=C(NCc1ccccn1)Nc1ccc(Cl)c(Cl)c1
u | x | O=C(Nc1ccc(Cl)cc1)c1nc[nH]c1C(=O)N1CCc2ccccc2C1
-5.9% | 0.5 | O=C(OCCOCCN=C1NS(=O)(=O)c2ccccc21)c1ccncc1
-1.5% | 14.0 | CCCCC(NC(=O)COc1cc2c(c3oc(=O)cc(C)c13)CCC(C)(C)O2)C(=O)O (stereo not given)
u | x | COc1ccccc1C(=O)N(Cc1cccs1)C1CCS(=O)(=O)C1 (stereo not given)
8.4% | -1.4 | C=CCc1cc(C)cc(C)c1OCCn1cncn1
3.0% | 1.5 | COc1ccc(NC(=S)N2CCC(N(C)CC3CCCO3)CC2)cc1Cl (stereo not given)
-22.3% | -9.5 | Cc1c(NC(=S)NC(=O)C(C)(C)C)c(=O)n(-c2ccccc2)n1C
-6.7% | 19.3 | CCS(=O)(=O)Nc1ccc(-c2nnc(SCC(=O)c3cccc(OC)c3)o2)cc1
25.9µM* | -20.6* | COc1ccc(NS(=O)(=O)c2ccc(C)c(C(=O)O)c2)cc1
-4.1% | 17.6 | Cc1ccc(C2=NN(CC(=O)O)C(=O)CC2)cc1
18.9% | x | C=CCSc1nc(C)cc(/C=C\c2ccccc2)c1C#N

Three of the compounds above, bar-delimited:
Molecule | S3 lipid droplet | S3 lipid droplet cell count max
COc1ccccc1C(=O)Nc1nnc(-c2ccc(F)cc2)o1 | -10.0% | 8.9
Cc1ccc(C2=NN(CC(=O)O)C(=O)CC2)cc1 | -4.1% | 17.6
OCCC1CN(Cc2cnc(N3CCOCC3)s2)CCN1C1CCCC1 (stereo not given) | -3.8% | -1.5

Some of the entries so far, with two lines to a compound:
The line under a structure holds: S3 lipid droplet | S3 lipid droplet cell count max
- CC(C)CC(=O)Nc1ccccc1N1CCN(c2ccc(F)cc2)CC1
    6.3% | 4.5
- CC(C)NC(=O)NNc1c(Cl)cncc1Cl
    u | x
- O=C(N/N=C/c1ccc2c(c1)OCO2)C(=O)Nc1ccccc1Cl
    u | x
- CCOc1ccc(C2=Nn3c(nnc3-c3ccco3)SC2)cc1
    u | x
- COc1ccccc1C(=O)Nc1nnc(-c2ccc(F)cc2)o1
    -10.0% | 8.9
- CC(C)OC(=O)CSc1nnc(Cc2ccccc2)n1CC1CCCO1 (stereo not given)
    u | x
- OCCC1CN(Cc2cnc(N3CCOCC3)s2)CCN1C1CCCC1 (stereo not given)
    -3.8% | -1.5
